Runt-SMMHC FRET: Runt domain-CBFb-SMMHC interaction inhibition; Q01196+Q13951; Cerulean-Runt/Venus-CBFb-SMMHC FRET ratio 530/480, 1 h; inhibition, % at 20 µM; hit rate 0.74% among 220,000;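 active = mean inhibition across duplicate retests at 20 µM reaching about 50%, limit read from the data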;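 also: 0% = DMSO wells and 100% = wells with excess untagged CBFb-SMMHC; inhibitors lower the FRET ratio by blocking Runt binding to CBFb-SMMHC; some results filed as inactive read as strong as hits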
Tb hexokinase: T. brucei hexokinase 1 inhibition | recombinant TbHK1, G6PDH-coupled NADH A340 | inhibition, % at 10 µM | hit rate 0.11% among 220,000 | AID 1430;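 active = inhibition of 50% or more in the single-dose primary screen; inactive = inhibition below 50%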
Runt-CBFb FRET: Runt domain-CBFb interaction inhibition. Q01196+Q13951. Cerulean-Runt/Venus-CBFb FRET ratio 530/480, 1 h. inhibition, % at 20 µM. hit rate 0.46% among 220,000. AID 1496;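 active = inhibition over about 50% at 20 µM in the single-dose screen, limit read from the data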;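 also: 0% = DMSO wells and 100% = excess unlabeled CBFb competitor control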
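Assay system: Cerulean-Runt domain / Medium: Tris 50 mM pH 7.5, KCl, K2SO4, 0.01% BSA / Timing: protein complex preformed 1 h, compound exposure 1 h, room temperature, dark / Measured by: FRET, excitation 422 nm, emission at 530 and 480 nm / Evaluation: loss of energy transfer signal / Control set: 5 µM unlabeled CBFb as full-inhibition high control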
EBV gp42 inh: EBV gp42 inhibition | Q1HVG2 | AID 1085 | Fluorescence polarization binding assay, mP read-out | hit rate 0.42% among 220,000 | inhibition, % (tested at 21.74 µM); in the data active = inhibition above about 50%
NCF1 inh: p47phox (human) inhibition; P14598; p47phox/p22phox peptide binding, fluorescence polarization, 2 h; inhibition, % at 24.7 µM; hit rate 0.53% among 220,000; AID 1274;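 active = inhibition above about 30%, limit read from the data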;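 also: 0% = p47phox with labelled peptide and 100% = labelled peptide alone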
Target sequence (P14598 whole entry, looked up): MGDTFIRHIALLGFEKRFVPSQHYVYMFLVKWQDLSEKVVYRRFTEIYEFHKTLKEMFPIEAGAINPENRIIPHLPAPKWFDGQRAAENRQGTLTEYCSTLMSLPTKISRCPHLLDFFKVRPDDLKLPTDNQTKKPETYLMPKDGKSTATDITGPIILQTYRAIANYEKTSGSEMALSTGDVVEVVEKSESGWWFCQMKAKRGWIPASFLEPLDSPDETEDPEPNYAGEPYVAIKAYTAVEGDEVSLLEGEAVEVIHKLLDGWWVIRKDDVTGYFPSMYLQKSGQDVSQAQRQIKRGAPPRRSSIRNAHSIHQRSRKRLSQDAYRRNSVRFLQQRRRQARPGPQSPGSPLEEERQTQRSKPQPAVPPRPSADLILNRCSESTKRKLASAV
zVAD death inh: L929 zVAD cell death inhibition. L929 zVAD necroptosis rescue, ATP luminescence, 24 h; with zVAD 60 µM. viability rescue, % at 10 µM. hit rate 0.38% among 220,000;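 active = activation, scaled between plate controls, above about 75%, limit read from the data; inactive = activation under that limit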;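 also: 0% = zVAD with DMSO and 100% = DMSO alone without zVAD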
14-3-3 Bad inh: disrupts binding of bovine 14-3-3 zeta to phospho-Bad peptide; AID 781; hit rate 0.71% among 220,000; inhibition, % at 21.7 µM; P63103; TR-FRET 14-3-3zeta/Dy647-pBad peptide displacement, 1 h;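 active = inhibition above about 70%, limit read from the data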;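 also: 0% = full 14-3-3 plus peptide FRET controls and 100% = background without 14-3-3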
Target sequence (P63103 whole entry, looked up): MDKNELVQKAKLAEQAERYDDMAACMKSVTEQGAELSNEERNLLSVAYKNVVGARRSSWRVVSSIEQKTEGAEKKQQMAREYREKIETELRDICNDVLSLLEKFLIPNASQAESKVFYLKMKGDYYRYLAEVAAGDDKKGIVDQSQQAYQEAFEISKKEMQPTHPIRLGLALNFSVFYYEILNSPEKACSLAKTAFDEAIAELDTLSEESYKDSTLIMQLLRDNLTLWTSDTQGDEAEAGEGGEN
MDM2 E3 inh: Mdm2 E3 ligase (human) inhibition | Q00987 | cell-based MDM2 ubiquitination luciferase reporter, 2 h; 0 = plate control, 100 = twice control, blank-subtracted | signal enhancement, % at 5 µM | hit rate 0.11% among 210,000 | AID 1230;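 active = signal enhancement of 30% or more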;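 also: luminescence tracks abundance of the self-degrading MDM2-luciferase fusion protein; higher signal means inhibition of MDM2 E3 ligase activity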
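Test system: stable mammalian line carrying autodegrading MDM2–luciferase fusion reporter; quantity: 2000 cells in each well; times: 4 h cell settling then 2 h compound exposure, 37 °C; detection: luminescence with SteadyLite reagent, 15 min at room temperature; evaluation: percent signal gain over controls, blank-subtracted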
Hck Nef HTS: blocks Nef-activated human Hck kinase. inhibition, % at 20 µM. P08631. AID 463187. Recombinant Hck-YEEI plus Nef, Z-Lyte FRET kinase assay. hit rate 0.68% among 220,000;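 active = Hck-Nef kinase inhibition above about 50%, limit read from the data; inactive = inhibition below that limit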;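 also: 0% = DMSO with Hck plus Nef and 100% = Hck alone without Nef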
An asterisk follows results filed as active; . = no result given; [ ] = remark or other dose.

molecule | Runt-SMMHC FRET | Tb hexokinase | Runt-CBFb FRET | EBV gp42 inh | NCF1 inh | zVAD death inh | 14-3-3 Bad inh | MDM2 E3 inh | Hck Nef HTS
COc1cc(C(=O)N2CCC(NC(=O)C(Cc3ccc(C(C)C)cc3)NC(C)=O)CC2)cc(OC)c1OC (stereo not given) | -8 | -5 | -5 | -21 | -14 | 0.4 | 12 | 0 | 1
COc1ccc(NC(=O)Nc2ccc(Br)c(C)c2)cc1 | 4 | -1 | 1 | -7 | -8 | 73 | -16 | 4 | 21
COc1ccc(C2=NOC(C(=O)NCc3ccc(F)cc3)C2)cc1 (stereo not given) | 2 | 20 | 1 | -12 | -9 | -0.2 | -2[fluorescence artefact?] | 5 | 1
O=C(O)c1c(Cl)c(Cl)c(Cl)c(Cl)c1C(=O)N1CCCC1 | 3 | -14 | 0 | -14 | 1 | 1.2 | 42[fluorescence artefact?] | -30 | 2
CCOCCCNC(=S)N1CCCN(c2nc3cc(C)ccc3cc2C#N)CC1 | 76* | 2 | 10 | -9 | -10 | -0.2 | 5 | -13 | 20
COc1cc(OC)cc(C(=O)Nc2ccc(CN3CCCCC3)cc2)c1 | 4 | -2 | 0 | 4 | -1 | -0.7 | 1 | -90 | -16
CN(C)CCN(Cc1ccc(Cl)cc1)c1ccccn1 | 0 | 1 | 0 | -3 | 1 | -1.5 | 2 | . | -5
Cc1c(N(C(=O)c2ccccn2)C2(C(=O)NC3CCCC3)CCCCC2)c(=O)n(-c2ccccc2)n1C | 1 | -3 | -2 | 3 | 16 | 2.4 | -3 | -1 | 1
Cc1ccc(Cn2c(S(=O)(=O)O)nc3ccccc32)cc1 | 6 | 9 | 0 | -20 | -8 | 0.0 | 81* | -2 | -5
COc1ccc(NC(=O)c2ccc3snnc3c2)cc1 | -6 | -12 | 2 | -13 | -6 | 0.0 | 5 | 0 | 9
O=C(N/N=C/c1cccnc1)c1ccco1 | -2 | -8 | -1 | -23 | 4 | 0.7 | -1 | -5 | 19
CCOC(=O)c1c(C)[nH]c(N=Nc2cccc(OC)c2)c1C | -9 | -4 | -8 | 1 | -14 | 0.2 | -2 | 6 | -39
CCOC(=O)C1CCN(S(=O)(=O)c2c(C)n(C)c(=O)n(C)c2=O)CC1 | -1 | -3 | 0 | -4 | -1 | 0.3 | 3 | -3 | 0
Cc1cc(C)cc(N(CC(=O)NCc2ccco2)C(=O)c2snc(C(N)=O)c2N)c1 | 5 | -4 | 2 | -4 | -13 | -0.5 | -8[fluorescence artefact?] | -10 | 16
C/C(CCc1ccccc1)=N\NC(=O)c1ccc(CN2CCOCC2)cc1 | -3 | -2 | 0 | -16 | -10 | 2.1 | 13 | -4 | 16

2 entries drawn at random from the list so far:
molecule | Runt-SMMHC FRET | Tb hexokinase | Runt-CBFb FRET | EBV gp42 inh | NCF1 inh | zVAD death inh | 14-3-3 Bad inh | MDM2 E3 inh | Hck Nef HTS
O=C(N/N=C/c1cccnc1)c1ccco1 | -2 | -8 | -1 | -23 | 4 | 0.7 | -1 | -5 | 19
COc1ccc(NC(=O)c2ccc3snnc3c2)cc1 | -6 | -12 | 2 | -13 | -6 | 0.0 | 5 | 0 | 9

In the list so far, 3 have four or more nitrogen atoms:
molecule | Runt-SMMHC FRET | Tb hexokinase | Runt-CBFb FRET | EBV gp42 inh | NCF1 inh | zVAD death inh | 14-3-3 Bad inh | MDM2 E3 inh | Hck Nef HTS
CCOCCCNC(=S)N1CCCN(c2nc3cc(C)ccc3cc2C#N)CC1 | 76* | 2 | 10 | -9 | -10 | -0.2 | 5 | -13 | 20
Cc1c(N(C(=O)c2ccccn2)C2(C(=O)NC3CCCC3)CCCCC2)c(=O)n(-c2ccccc2)n1C | 1 | -3 | -2 | 3 | 16 | 2.4 | -3 | -1 | 1
Cc1cc(C)cc(N(CC(=O)NCc2ccco2)C(=O)c2snc(C(N)=O)c2N)c1 | 5 | -4 | 2 | -4 | -13 | -0.5 | -8[fluorescence artefact?] | -10 | 16

(cont.)
molecule | Runt-SMMHC FRET | Tb hexokinase | Runt-CBFb FRET | EBV gp42 inh | NCF1 inh | zVAD death inh | 14-3-3 Bad inh | MDM2 E3 inh | Hck Nef HTS
Cn1cccc1Cc1nnc(SCC(=O)NCc2ccccc2Cl)n1-c1ccc(F)cc1 | 2 | 6 | 0 | -6 | -4 | -0.1 | 9 | -30 | 1
CCOc1ccc2c(c1)c1nnc(SCC3CCCO3)nc1n2C (stereo not given) | -2 | -10 | -9 | 1 | -1 | -0.2 | -7 | -3 | 2
COc1c(Cl)cc(-c2noc(C)c2C(=O)NCCc2ccc(C)cc2)cc1Cl | 4 | 3 | -9 | -14 | -32 | -0.6 | 0 | -3 | -1
COCCN(C(=O)CSc1nnc2cc(C)c3ccccc3n12)c1c(N)n(Cc2ccccc2)c(=O)[nH]c1=O | -4 | -4 | -8 | -16 | -13 | 2.0 | -10 | -17 | 4
Cc1cccc(NC(=O)CN2C(=O)COc3ccc(Cl)cc32)c1 | -2 | . | 0 | -12 | -7 | . | -1[fluorescence artefact?] | 5 | .
CSc1cccc(NC(C)C(=O)NCc2ccccc2)c1 (stereo not given) | -2 | -1 | 6 | -11 | -11 | 1.7 | -9 | -7 | 12
O=C(CSc1cccc2cccnc12)N1CCCC1 | 0 | -9 | 6 | -13 | -6 | 26 | -10 | 9 | 3
COc1ccc(OC)c(CNc2nc3ccccc3n2CCN2CCCCC2)c1 | 0 | 10 | 1 | -1 | -11 | -0.2 | 6 | -9 | 2
CC(C)CNC(=O)c1ccc(NC(=O)c2ccccc2[N+](=O)[O-])cc1 | 4 | 28 | -1 | -22 | -11 | 0.5 | -7 | -2 | 4
FC(F)(F)c1cccc(N2CCN(c3nnnn3-c3ccccc3)CC2)c1 | 1 | -4 | -2 | -5 | -6 | 0.5 | -5 | -11 | 0
CCOC(=O)COc1cc(=O)n(CC)c2ccccc12 | 0 | 3 | 0 | -23 | -4 | -0.1 | 10 | 7 | 1

Structures listed above printed as active in Runt-SMMHC FRET:
smiles	Runt-SMMHC FRET	Tb hexokinase	Runt-CBFb FRET	EBV gp42 inh	NCF1 inh	14-3-3 Bad inh	MDM2 E3 inh	Hck Nef HTS
CCOCCCNC(=S)N1CCCN(c2nc3cc(C)ccc3cc2C#N)CC1	76*	2	10	-9	-10	5	-13	20

Screening data: PubChem BioAssay, several laboratories

Hits appear at their usual frequency; about 3.2% have a hit in one of these screens.
